High-throughput results (PubChem BioAssay)
GAA spleen mod: inhibits or activates alpha-glucosidase in human spleen homogenate | P10253 | human spleen homogenate, 4-MU-alpha-glucoside fluorescence | Potency, µM (highest dose often 79.9 µM), inactives show at the top dose activity change, negative = inhibition, hits mostly inhibitors | 0.006% of 240,000 active | AID 2112;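 also: potency is read from the fitted curve at half-maximal effect; 0% = enzyme with vehicle and -100% = no enzyme basal signal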
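Compounds were titrated against alpha-glucosidase in spleen homogenate at pH 5.0, with 1 mM 4-methylumbelliferyl substrate for 40 min at 37 C. Reactions were quenched with pH 10 NaOH/glycine and fluorescence measured.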
HTT cytoprotect: cytoprotection in Huntington HTT-Q103 PC12 cell model | Potency, µM (doses to about 56.4 µM), for inactives: cytoprotection (ATP increase), usual class: activators | PC12 HTT-Q103 induced, cytoprotection, ATP luminescence, 40 h | 0.14% of 230,000 active | AID 1471;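 also: potency is read from the fitted curve at half-maximal effect; % of control where 0% means no effect; nearly all actives have a fitted effect of over 45% in size; toxic huntingtin expression switched on by the ecdysone agonist tebufenozide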
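Compounds were screened for protection of PC12 cells against cell death after tebufenozide induction (100 nM final) of mutant Huntingtin exon 1 (Q103) fused to GFP.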
LMNA splice mod: modulators of lamin A splicing; HeLa LMNA splicing GFP/RFP minigene ratio, 48 h; Potency, µM (series often up to 46.1 µM), for the others: top-dose ratio change, negative = inhibition, most hits filed as inhibitors; 0.01% of 200,000 active; active = well fitted inhibition curve with a large enough effect in the signal ratio, with a control signal flat, not every such curve was filed as active; inconclusive = small, poorly fitted or top-dose-only effect, or effect the other way, or a change in a side signal; the % refers to the signal ratio; also: potency is read from the fitted curve at half-maximal effect; % is scaled to controls: 0 for no effect and ±100 for the full control effect
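S3 HeLa stable clones carrying a lamin A-EGFP splicing minigene plus DsRed2 were seeded at 600 cells/well in Opti-MEM with 2% FBS, pin-dosed and incubated 48 h at 37°C. Acumen cytometry (488 nm) gave the GFP/RFP total-intensity ratio.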
HTT aggregate: inhibitors of mutant huntingtin aggregate formation in PC12 cells; PC12 HttQ103-GFP aggregates, Acumen cytometry, 40 h; Potency, µM (top dose mostly 46.1 µM), for inactives: at the top dose activity change, negative = inhibition, actives largely listed as inhibitors; 1.1% of 220,000 active; AID 1688; also: potency is read from the fitted curve at half-maximal effect; % is scaled to controls: 0 for no effect and ±100 for the full control effect; nearly all actives have a fitted effect of over 60% in size
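PC12 cells with ecdysone-inducible HTT exon1 Q103-GFP, induced by 100 nM tebufenozide, given compounds in a concentration series. GFP aggregates (1–25 um, 6 SD above background) counted in lysates by laser-scanning cytometry, 488 nm excitation.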
GAA inh: alpha-glucosidase (human) inhibition | P10253 | purified human GAA, 4-MU-alpha-glucoside fluorescence | Potency, µM (top dose mostly 76.9 µM), without a hit: at the highest dose activity change, negative = inhibition, usual class: inhibitors | 0.005% of 200,000 active | AID 1466;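 also: potency is read from the fitted curve at half-maximal effect; plate controls were uninhibited enzyme wells for no effect and no-enzyme background for full effect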
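Endpoint fluorogenic read: 20 min room-temperature reaction of 4 nM human alpha-glucosidase with 400 uM 4-methylumbelliferyl-alpha-D-pyranoside, pH 5.0, quenched with 1M NaOH/1M glycine pH 10. AC50 from Hill modeling.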
GAA glycogen: GAA glycogen-cleavage inhibition or activation; 0.38% of 300,000 active; recombinant GAA, glycogen substrate, Amplex Red glucose oxidase fluorescence; Potency, µM (top dose mostly 76.4 µM), for the others: top-dose activity change, negative = inhibition, usual class: inhibitors; AID 2100;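 also: potency is read from the fitted curve at half-maximal effect; 0% = full enzyme reaction and -100% = no-enzyme basal signal; the screen sought inhibitors and activators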
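Recombinant human enzyme (4 nM); glycogen substrate; 37 C, 40 min, pH 5.0. Readout: coupled glucose oxidase/Amplex Red fluorescence.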
CBFb-RUNX1 inh: blocks binding between human CBF-beta and RUNX1; Q01196+Q13951; AlphaScreen CBFb-His/RUNX1-biotin binding, biochemical; Potency, µM (titrated, usually from 59.8 µM), for inactives: top-dose activity, negative = inhibition, actives largely listed as inhibitors; 230,000 tested, under 10 active; also: % of control where 0% means no effect
Target sequence (Q01196 whole entry, looked up): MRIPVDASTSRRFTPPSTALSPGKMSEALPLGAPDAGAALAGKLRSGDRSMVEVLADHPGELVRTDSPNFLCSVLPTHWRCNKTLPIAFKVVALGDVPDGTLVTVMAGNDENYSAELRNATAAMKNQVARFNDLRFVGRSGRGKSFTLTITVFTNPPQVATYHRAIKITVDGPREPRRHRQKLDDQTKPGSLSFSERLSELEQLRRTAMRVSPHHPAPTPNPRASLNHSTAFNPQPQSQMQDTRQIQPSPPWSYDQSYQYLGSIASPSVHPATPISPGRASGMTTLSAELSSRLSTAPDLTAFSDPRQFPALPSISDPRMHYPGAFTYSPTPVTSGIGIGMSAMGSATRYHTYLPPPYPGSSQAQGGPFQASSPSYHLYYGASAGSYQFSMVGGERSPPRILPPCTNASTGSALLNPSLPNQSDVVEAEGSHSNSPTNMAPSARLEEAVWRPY
Target sequence (Q13951 whole entry, looked up): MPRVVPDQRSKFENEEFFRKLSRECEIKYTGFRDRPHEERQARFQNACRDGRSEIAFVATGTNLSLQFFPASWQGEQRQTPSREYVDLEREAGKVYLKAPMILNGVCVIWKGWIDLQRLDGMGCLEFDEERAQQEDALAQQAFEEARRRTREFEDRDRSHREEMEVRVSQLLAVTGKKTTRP
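Bead-based AlphaScreen assay; binding partners His-tagged CBF-beta and biotinylated RUNX1 at 30 nM each. Compound exposure 15 min after a 20-min protein preincubation; bead step 90 min; all steps at room temperature.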
The depositor's hits bear a star; ? = inconclusive; · = not tested or not shown; [ ] = dose if it differs, or a comment. Unless noted, calls follow the shape of the dose curve; as a rule, active = well fitted curve in the direction sought with a large enough effect; inconclusive = small, poorly fitted or top-dose-only effect, or another doubt; inactive = no such curve, though single readings can be large; an effect the other way counts as inactive or inconclusive. No enrichment for hits; 1.5% or so of the library scored in one or more.

Below each compound: GAA spleen mod, HTT cytoprotect, LMNA splice mod, HTT aggregate, GAA inh, GAA glycogen, CBFb-RUNX1 inh
- CO[C@H]1COC(=O)C/C=C\[C@H](C)COC(=O)[C@@H](C)NC(=O)C/C=C\[C@@H]1C
  6.8%[17.4 µM], ?, ·, ·, ·, ·, -3.0%[13.1 µM]
- Cc1ccc(OCCNC(=O)Cn2cnc3c(=O)n(C)c(=O)n(C)c32)cc1C
  -6.0%, 8.4%[10 µM], -4.2%, -27.2%, 5.8%, -4.8%, 0.6%
- CC(C)CNC(=O)c1cccc(NC(=O)Cc2ccc(Br)cc2)c1
  3.2%, 15.2%[10 µM], ?, -16.4%, -4.6%, 3.6%, 5.2%
- CC(C)OCCCNC(=O)CN1C(=O)CC(C)(C)S(=O)(=O)c2ccccc21
  -5.6%, -5.7%, -0.7%, -11.3%, -4.0%, -6.3%, 2.9%
- CC1CCN(c2nc3ccccn3c(=O)c2C=O)CC1
  -2.7%, 32.2%[10 µM], -2.5%[46 µM], 32.4%[9.22 µM], 3.7%, 3.4%, 3.3%
- CCC(=O)N1CCc2cc(S(=O)(=O)CCC(=O)Nc3cccc(F)c3)ccc21
  2.1%, 5.2%[10 µM], -12.1%, -9.0%, 0.2%, 0.7%, 6.8%
- CCOC(=O)/C=C1\Nc2ccccc2SC1=O
  -9.1%, 6.9%, 6.0%, -12.6%, -3.5%, -7.5%, 1.7%
- Cc1cccc(NC(=O)CSc2nnnn2-c2ccc3c(c2)OCCO3)n1
  -3.0%, ?, ·, ?, 5.9%, -14.3%, 0.6%
- COC(=O)c1cccc(NC(=S)Nc2cccc(Cl)c2C)c1
  -4.7%, 21.9%[1.9 µM], -4.2%, 8.0%, -5.6%, 0.3%, 0.9%
- CCCC(=O)NCc1ccccc1Cl
  6.1%, -26.2%, 3.4%[46 µM], -2.5%, 8.8%, -7.4%, 1.9%
- CN(C)C(=O)C1C2NC(=S)N(c3ccccc3)C1(C)Oc1ccccc12 (stereo not drawn)
  -3.8%, -4.4%, ·, 5.8%, 6.1%, 1.3%, 3.1%
- O=C(N/N=C/c1cccnc1)c1cc2ccccc2o1
  0.6%, ?, -12.4%, 17.0%, -2.4%, -1.9%, 3.2%
- O=C1c2ccccc2CCC12N=NCC2c1ccc(Cl)cc1 (stereo not drawn)
  0.6%, -34.2%, -8.3%, -13.5%, -6.1%, 0.2%, 5.9%
- Cc1nc(CC(=O)c2ccc(O)c(C)c2O)cs1
  -0.3%, -9.1%[10 µM], ·, -5.4%[9.22 µM], ·, 5.8%, -0.9%
- CCn1c(SCC(=O)N/N=C/c2ccccc2OCC(=O)O)nnc1-c1ccc(C(C)(C)C)cc1
  -4.2%, 16.3%[10 µM], ·, 2.3%[9.22 µM], ·, 0.8%, -2.7%

For reference, part of the list above:
Below each compound: GAA spleen mod, HTT cytoprotect, LMNA splice mod, HTT aggregate, GAA inh, GAA glycogen, CBFb-RUNX1 inh
- CC1CCN(c2nc3ccccn3c(=O)c2C=O)CC1
  -2.7%, 32.2%[10 µM], -2.5%[46 µM], 32.4%[9.22 µM], 3.7%, 3.4%, 3.3%
- CCC(=O)N1CCc2cc(S(=O)(=O)CCC(=O)Nc3cccc(F)c3)ccc21
  2.1%, 5.2%[10 µM], -12.1%, -9.0%, 0.2%, 0.7%, 6.8%
- CCOC(=O)/C=C1\Nc2ccccc2SC1=O
  -9.1%, 6.9%, 6.0%, -12.6%, -3.5%, -7.5%, 1.7%

Next structures follow.
Below each compound: GAA spleen mod, HTT cytoprotect, LMNA splice mod, HTT aggregate, GAA inh, GAA glycogen, CBFb-RUNX1 inh
- COc1ccccc1NC(=O)c1cc2cc(Br)ccc2cc1O
  -1.6%, -2.5%[10 µM], ·, -21.3%[9.22 µM], ·, -0.1%, -2.8%
- CCn1ncc(Cl)c1C(=O)Nc1cc([N+](=O)[O-])ccc1OC
  1.0%, ·, ?, -6.3%, -2.5%, -3.9%, 15.5%
- O=C(COC(=O)Cc1c(Cl)cccc1Cl)NCC1CCCO1 (stereo not drawn)
  1.8%, ?, ·, 4.6%[9.22 µM], 2.8%, 14.0%, -1.4%
- O=C(COC(=O)CCCOc1ccc(Cl)cc1Cl)NCc1ccccc1
  -7.8%, ·, 1.7%, 9.9%, -19.9%, -8.4%, ?
- N#CC1=C(N)NC(SCC(=O)Nc2ccc(Br)cc2)=C(C#N)C12CCCCC2
  0.8%, 0.7%[10 µM], 0.7%, ?, -9.4%, 3.9%, -15.9%
- COc1ccccc1N1CCN(C(CNS(=O)(=O)c2cc(F)ccc2F)c2cccnc2)CC1 (stereo not drawn)
  -6.2%, ·, 3.4%, -12.6%, -2.7%, 3.1%, 2.5%
- CNC(=O)C(Sc1ccccc1)c1ccccc1 (stereo not drawn)
  -5.2%, 33.6%, ?, -7.7%, 1.8%, 4.0%, 7.0%
- O=C(CNC(=O)c1ccccc1)N/N=C/c1ccccc1Cl
  1.6%, ·, ·, 3.2%, -0.5%, 8.7%, 3.1%
- O=C(Cn1cnc2cc([N+](=O)[O-])ccc2c1=O)N(Cc1ccccc1)C1CCS(=O)(=O)C1 (stereo not drawn)
  -0.4%, -26.7%, ·, 2.5%, -2.2%, -1.0%, -23.7%
- COc1ccc(CNC(=O)CCS(=O)(=O)Cc2ccc(C)cc2)c(OC)c1
  3.8%, -40.0%[inhibitor], ·, -4.0%, 3.3%, 6.5%, 2.0%
- CC(C)COc1ccc(C(=O)Nc2ccccc2[N+](=O)[O-])cc1
  -8.2%, -7.0%[1.9 µM], -14.4%, 12.6%, -6.6%, -8.1%, 0.1%
- Cc1sc2nc(C(C)(C)C)oc(=O)c2c1C
  3.7%, 8.4%, 7.9%, -15.0%, 7.3%, 5.1%, -1.5%
- COc1cc2c(cc1/C=C/C(=O)O)OC(C)C2 (stereo not drawn)
  -3.6%, 15.9%[10 µM], ·, 18.3%, ?, 3.7%, 5.6%
- Cc1ccccc1C(=O)Nc1ccc(-c2nc3ccc(C(=O)c4ccccc4)cc3[nH]2)cc1
  -10.5%, -67.8%[inhibitor], ?, 11.2µM*, 1.2%, -1.5%, -10.5%
- COc1cc(/C=N/NC(=O)c2cnn3c(C)cc(-c4ccccc4)nc23)ccc1O
  -0.4%, -69.8%[inhibitor], -29.4%, -14.0%, -15.2%, -14.0%, -3.5%
- NS(=O)(=O)c1cccc(NC(=S)NCc2ccccc2)c1
  -12.1%, -14.4%, -16.3%[46 µM], 12.9%, 3.5%, -1.7%, -1.6%
- S=C1NC[C@H](c2ccccc2)N1CCCCC1CCCCC1
  -4.3%, 8.2%[10 µM], ·, -5.9%[9.22 µM], ·, -4.8%, 13.6%
- CC(C)(C)c1ccc(C(=O)NC(=S)NNC(=O)c2cccs2)cc1
  0.5%, ·, -16.3%, ?, -0.1%, 8.4%, -16.6%
- N#Cc1cn(CCCOc2ccccc2)c2ccccc12
  -2.2%, 3.4%[10 µM], -4.1%, ?, -4.8%, -5.1%, ?
- CCOc1ccccc1C=Nc1ccccc1C(=O)Nc1ccccc1
  -4.5%, -14.3%[10 µM], 10.2%, 13.7%, 8.6%, -12.2%, 10.9%
- Cc1ccc(NC(=O)Cn2c(=O)n(CCCC(=O)NCc3ccco3)c(=O)c3ccccc32)cc1
  -4.3%, 5.6%, -6.1%, ?, -9.8%, -1.4%, 5.8%
- O=C(NCC(=O)N(Cc1cccs1)C(C(=O)NC1CCCC1)c1ccco1)c1cccs1 (stereo not drawn)
  -1.9%, -4.5%, 10.6%, 13.2%, -2.3%, 12.1%, 0.8%
- CN1CCN(CC(=O)Nc2ccccc2Sc2ccccc2)CC1
  -1.7%, -8.0%, -26.2%[46 µM], 9.5%, 0.3%, -4.5%, 0.5%
- O=C(NC(=O)c1ccncc1)NC(c1ccccc1)c1ccccc1
  -8.2%, -28.5%, 6.3%, 18.7%, -12.5%, 1.0%, 1.9%
- c1ccc(N2CCN(c3nc4ccccc4[nH]3)CC2)nc1
  ·, -40.8%[inhibitor], -6.1%[46 µM], 9.1%, -4.9%, 5.4%, 7.2%
- CC(NC(=O)CSc1ncccn1)c1ccccc1 (stereo not drawn)
  0.5%, -3.4%, 7.6%, ?, ?, 8.5%, 1.1%
- Cc1ccc(C2=NOC3(CC(=O)N(c4ccc(C)cc4)C3=O)C2)cc1 (stereo not drawn)
  -16.9%, -6.6%[10 µM], ·, -18.9%[9.22 µM], ·, 0.7%, 6.0%
- Cc1ccccc1OCC(=O)Nc1ccc(Cc2ccncc2)cc1
  1.1%, 6.5%[10 µM], ?, -4.6%, -1.9%, -9.0%, -3.3%
- CCCCCc1c(C)nc(N2CCOCC2)[nH]c1=O
  -3.9%, 8.5%[10 µM], -9.6%, 12.1%, 1.9%, 6.7%, 4.2%
- Cc1cc(SCCC(=O)O)nc2c(C)cccc12
  2.0%, ?, -6.0%, 14.1%[1.84 µM], -1.8%, 0.3%, 7.2%
- S=C1NCN(Cc2ccccc2)CN1C1CCCCC1
  1.8%, 2.7%, ·, 0.2%, 5.5%, 7.6%, -5.2%
- CCN1CCC(CNCc2cn(-c3ccc(OC)cc3)nc2-c2ccccc2Cl)C1 (stereo not drawn)
  -13.5%, -70.6%[inhibitor], ·, -20.8%, -2.3%, 12.7%, 6.3%
- Cc1cc(-c2nnc(SCC(=O)Nc3nc(-c4ccccc4)cs3)o2)no1
  5.6%, 18.3%[10 µM], ·, 0.0%[9.22 µM], ·, -3.1%, -8.7%
- C=CCN(C(=O)c1csnn1)C(C(=O)NC(C)(C)C)c1ccncc1 (stereo not drawn)
  3.2%, 5.3%[10 µM], ?, 1.1%[9.22 µM], ?, 12.1%, 4.9%
- Cc1cc(C(=O)Cn2nc(C(=O)O)c3ccccc3c2=O)c(C)n1CCc1ccc(F)cc1
  -0.8%, -7.6%[10 µM], ·, -6.6%[9.22 µM], 2.2%[15.4 µM], -11.6%, -15.9%
- O=C(Nc1ccccc1C(F)(F)F)c1cc(-c2cccc(O)c2)on1
  -3.3%, -0.4%, 4.4%, -4.4%, -0.8%, -0.9%, -0.9%
- Cc1cccc(NC(=O)CSc2nc3c([nH]c4ccccc43)c(=O)n2C)c1
  3.7%, -33.0%, ?, 11.9%[9.22 µM], 11.1%, 16.5%, 15.9%
- COc1ccc(N2C(=O)CC(N3CCC(O)(c4cccc(C(F)(F)F)c4)CC3)C2=O)cc1 (stereo not drawn)
  -11.0%, -7.6%, 6.5%, 13.8%, -3.3%, -5.4%, 5.1%
